Screens from PubChem BioAssay.
TEAD-YAP inh: TEAD-YAP interaction inhibition | HEK-TIYL cells, TEAD-Gal4/YAP UAS-luciferase luminescence | inhibition, % at 9.12 µM | 640,000 compounds, 1.4% hits | AID 1259422; in the data active = inhibition above about 32%;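 also: 0% = median of test compound wells and 100% = reference inhibitor wells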
MITF inh: blocks human microphthalmia-associated transcription factor. inhibition, % at 2.6 µM. 650,000 compounds, 0.91% hits. O75030. AlphaScreen MITF homodimerization, bead proximity signal; in the data active = inhibition above about 50%;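 also: 0% = vehicle wells with protein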
Target sequence (O75030 whole entry, looked up): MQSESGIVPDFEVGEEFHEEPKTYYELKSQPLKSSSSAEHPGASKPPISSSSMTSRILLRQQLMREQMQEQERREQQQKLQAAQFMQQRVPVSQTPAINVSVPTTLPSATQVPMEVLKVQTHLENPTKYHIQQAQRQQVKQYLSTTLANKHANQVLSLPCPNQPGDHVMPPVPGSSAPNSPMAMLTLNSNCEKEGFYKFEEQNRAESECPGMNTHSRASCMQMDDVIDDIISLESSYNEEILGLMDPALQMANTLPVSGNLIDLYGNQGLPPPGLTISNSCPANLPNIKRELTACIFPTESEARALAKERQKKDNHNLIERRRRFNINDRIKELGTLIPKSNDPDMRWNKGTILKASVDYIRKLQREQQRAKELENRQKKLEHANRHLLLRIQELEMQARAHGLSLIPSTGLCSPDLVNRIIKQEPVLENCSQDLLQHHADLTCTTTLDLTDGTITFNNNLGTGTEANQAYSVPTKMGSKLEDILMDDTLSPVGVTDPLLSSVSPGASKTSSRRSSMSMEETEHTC
FBW7 activator: human FBW7 E3 ligase activation, primary screen; AlphaScreen FBW7–phospho-cyclin E peptide binding, activator screen; normalized activity (activation), % at 26.1 µM; AID 1259310; 650,000 compounds, 0.13% hits; in the data active = normalized activity above about 1.9%;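 also: purified mutant Fbw7 with reduced substrate affinity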
GPR151 activ: activates the human receptor GPR151. Q8TDV0. PathHunter beta-arrestin GPR151 cells, luminescence. activation, % at 11.2 µM. 650,000 compounds, 1% hits. AID 1508602; in the data active = activation above about 4.9%;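 also: 0% = median of compound wells and 100% = cells with positive control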
Target sequence (Q8TDV0 whole entry, looked up): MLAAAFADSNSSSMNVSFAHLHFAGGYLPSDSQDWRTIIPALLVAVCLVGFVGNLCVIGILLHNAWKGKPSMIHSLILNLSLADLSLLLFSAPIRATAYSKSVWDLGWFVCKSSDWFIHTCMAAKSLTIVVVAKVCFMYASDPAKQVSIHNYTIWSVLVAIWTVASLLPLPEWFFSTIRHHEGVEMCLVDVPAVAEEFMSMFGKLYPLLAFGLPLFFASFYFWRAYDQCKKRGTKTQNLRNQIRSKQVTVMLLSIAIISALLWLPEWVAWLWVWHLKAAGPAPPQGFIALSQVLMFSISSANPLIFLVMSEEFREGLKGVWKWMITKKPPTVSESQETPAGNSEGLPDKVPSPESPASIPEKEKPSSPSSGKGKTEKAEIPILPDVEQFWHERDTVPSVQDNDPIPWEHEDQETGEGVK
* = called active by the depositor.

Start of the data: the first two records, ahead of the listing:
Values run as follows: FBW7 activator	GPR151 activ	TEAD-YAP inh	MITF inh
> O=C(Nc1ccc(Cl)cc1F)C1CC(=O)N(c2ccc(Cl)cc2)C1 (stereo not given)
    1.3	-0.4	-19	25
> Cc1ccc(/C=C(\C#N)C(=O)Nc2ccccc2[N+](=O)[O-])o1
    -0.1	-1.6	-44	17

Main list, repeating the preview:
Values run as follows: FBW7 activator	GPR151 activ	TEAD-YAP inh	MITF inh
> O=C(Nc1ccc(Cl)cc1F)C1CC(=O)N(c2ccc(Cl)cc2)C1 (stereo not given)
    1.3	-0.4	-19	25
> Cc1ccc(/C=C(\C#N)C(=O)Nc2ccccc2[N+](=O)[O-])o1
    -0.1	-1.6	-44	17
> O=C(N/N=C/c1ccccc1F)c1c(O)c2c([nH]c1=O)CCCC2
    1.6	-0.5	23	20
> O=C(Nc1nc2c(s1)CCCC2)c1ccc(Cl)c([N+](=O)[O-])c1
    -0.2	0.8	1	-1
> CC(=O)Nc1cccc(NC(=O)COc2ccccc2C)c1
    0.1	-0.2	-22	-5
> CN1CCN(C(=O)c2ccc(-c3cccc(C(=O)NCc4cccc(C(F)(F)F)c4)n3)cc2)CC1
    0.1	-0.9	11	5
> COc1ccc(-c2ccc(=O)n(CC(=O)NCC3COCCO3)n2)cc1 (stereo not given)
    -0.1	0.2	3	-5
> CN(C)CC(C)(O)c1ccc2c(c1)CN(C(=O)Cc1ccccc1Cl)CCO2 (stereo not given)
    -0.1	-1.2	-1	-12
> C=CCSc1nnc2c(n1)[nH]c1ccc(C)cc12
    0.0	-1.0	-42	11
> O=C(CN1CCN(S(=O)(=O)c2cc(Cl)ccc2Cl)CC1)c1ccc(F)cc1
    0.0	0.2	4	7
> Cc1ccc(S(=O)(=O)n2nnc3ccccc32)c(C)c1
    0.0	0.6	11	1
> CC(=O)c1cccc(-c2nc(NCCOc3ccccc3)c3ncn(CCN4CCCC4=O)c3n2)c1
    0.0	-1.0	15	-4
> O=C(Nc1ccc(I)cc1C(=O)O)c1ccc(Oc2ccc([N+](=O)[O-])cc2)cc1
    0.1	0.4	6	3
> Cc1cc(Cl)ccc1N=Cc1nc(-c2cccc3ccccc23)oc1O
    0.0	1.4	8	-3
> CCOc1ccc(CN2CCN(CC#Cc3ccccc3)CC2CCO)cc1 (stereo not given)
    0.0	1.1	7	-2
> CCCC1C(c2ccccc2)NC(c2ccccc2)CC1(O)Cc1ccccc1 (stereo not given)
    0.0	0.2	-12	15
> Cc1cc(C)c(S(=O)(=O)NC2CC2)c(C)c1
    -0.1	-1.6	3	3
> COc1ccc2nc(SCC(=O)N3CCCc4ccccc43)[nH]c2c1
    0.2	-0.8	11	0
> COc1cc(/C=C2\C=C(c3ccc(Cl)cc3)OC2=O)cc(Br)c1OC
    -0.1	0.3	-2	2
> O=C(CSc1nc2[nH]ncc2c(=O)n1-c1ccccc1)Nc1ccc(Oc2ccccc2)cc1
    0.5	-0.1	26	1
> CCOC(=O)c1cnc2ccc(OCC)cc2c1Nc1ccc(C(F)(F)F)cc1
    0.1	0.2	-5	14
> N#CC(=C1N=c2ccccc2=N1)c1c(O)n(Cc2cccc3ccccc23)c2ccccc12
    0.1	0.7	-2	13
> CN(C)S(=O)(=O)c1ccc(C(=O)Nc2ccccc2O)cc1
    0.1	-1.2	-29	15
> Cc1c(C(=O)N/N=C/c2ccc(-c3cccc(C(=O)O)c3)o2)sc(N)c1C#N
    -0.2	-1.4	-12	4
> COc1ccc(/C(C)=N/Nc2nc3ccccc3[nH]c2=O)cc1
    0.0	1.7	5	8
> O=C(c1ccc(F)cc1F)N1CCC(O)(c2ccccn2)CC1
    0.0	0.9	0	2
> CCCn1nnc(NC(=O)c2ccc(OCC)cc2)n1
    0.5	-1.5	-34	15
> CCC(=O)N1c2ccccc2NC2=C(C(=O)CC(c3ccccc3)C2)C1c1c(F)cccc1Cl (stereo not given)
    -0.2	0.3	5	-3
> Cc1nc2c(c(=O)[nH]1)CN(C1CCCCC1)CC2
    0.2	-0.3	1	11
> Cc1cc(C)c(NC(=O)/C=C/C(=O)O)c(C)c1
    -0.2	0.1	0	8
> O=C(c1cc2nc(-c3ccc(Cl)c(Cl)c3)cc(C(F)(F)F)n2n1)N1CCCC1
    0.0	-1.1	0	3
> Cc1cccn2c(CN[C@@H]3CCCC[C@H]3c3ccccc3)c(C(=O)N3CCOCC3)nc12
    0.2	5.0*	-3	13
> COc1ccc(/C=C2\N=C(c3ccccc3)OC2=O)cc1OC(C)=O
    0.0	-0.2	6	-4
> Cc1ccc(S(=O)(=O)NCCSc2nnc3nc(C)cc(C)n23)cc1
    0.0	-0.3	-2	-3
> O=C(Cn1cc2c(n1)CCCCC2)Nc1ccc2c(c1)OCCO2
    -0.1	0.7	3	9
> CC1CN(C(=O)CCC(=O)N2CCN(c3ccccn3)CC2)c2ccccc2O1 (stereo not given)
    -0.2	6.1*	-2	-7
> Cc1cccc(C(=O)N2CCCCCC2)c1[N+](=O)[O-]
    -0.1	-1.1	5	6
> CC1CCCN(S(=O)(=O)c2cc3c(cc2Cl)NC(=O)CO3)C1 (stereo not given)
    0.1	0.1	-2	0
> O=C1COc2ccc(C(=O)COC(=O)c3cc(F)c(F)cc3Cl)cc2N1
    -0.1	-0.6	-7	14
> CCOC(=O)C1CCN(C(=O)CSc2c3c(nc4ccccc24)CCC3)CC1
    -0.1	0.1	-6	2
> COc1ccccc1-c1coc2c(CN(C)C3CCCCC3)c(O)ccc2c1=O
    -0.1	1.2	7	-4
> C=C(C)CSc1nc2ccc(OCC)cc2[nH]1
    0.1	-1.2	-60	8
> COCCNC(=O)c1ccc2nc(-c3ccc(OC)c(OC)c3)c(-c3ccc(OC)c(OC)c3)nc2c1
    -0.2	-0.8	-12	-6
> N#Cc1c(N2C(=O)Nc3ccccc3N2O)sc2c1CCCCCC2
    0.1	0.2	11	10
> CC(C)(C)c1ccc(C2C(C(=O)c3cccs3)=C(O)C(=O)N2c2nncs2)cc1 (stereo not given)
    -0.1	-1.0	-38	-11
> CCc1ccccc1-n1c(C)c(C)n2c3c(=O)n(CCC(=O)OC)c(=O)n(C)c3nc12
    0.1	-0.3	-2	16
> CCCOC(=O)c1ccc(NS(=O)(=O)c2c(C)nc3sccn3c2=O)cc1
    0.3	0.8	-3	1
> CCOC(CCNC(=O)C1c2ccccc2C(=O)N(C)C1c1c[nH]c2ccccc12)OCC (stereo not given)
    -0.1	1.2	4	-2
> O=C(Nc1ccc(F)c(F)c1)c1ccc(N2CCCCC2c2cccnc2)c([N+](=O)[O-])c1 (stereo not given)
    0.0	1.0	-8	23
> Cc1ccc2[nH]c(=O)c(CN(CC3COCCO3)C(=O)c3ccccc3F)cc2c1 (stereo not given)
    -0.1	1.4	0	5
> COc1ccc(Cc2nnc(SCC(=O)Nc3ccccc3C#N)o2)cc1
    0.2	0.1	10	12
> CCOC(=O)c1sc(NC(=O)C(C)Sc2nnc(CNC(=O)c3cccs3)n2C2CCCCC2)c(C(=O)OCC)c1C (stereo not given)
    0.1	-0.8	1	8
> COc1ccc(Cl)cc1C(=O)Nc1ccc2nn(-c3ccc(F)cc3)nc2c1
    0.0	0.7	3	2
> CCn1c(SCC(=O)N2CCCc3ccccc32)nc2c(c1=O)SCC2
    0.6	-2.7	13	20
> O=C1N[C@@H](CO)C(=O)N2CCN(S(=O)(=O)c3ccc4ccccc4c3)C[C@H]12
    0.1	-1.2	-6	-3
> COc1ccccc1N1CCN(C(=O)CCc2nc(-c3ccc(C)cc3)no2)CC1
    -0.1	0.8	11	20
> COC(=O)C1=C(C)N(C)C(C)=C(C(=O)OC)C1c1ccc(SC)cc1
    -0.2	1.8	-10	6
> COc1ccccc1C(=O)NC(=S)Nc1ccc(N2CCOCC2)cc1
    0.2	4.0	-5	-16
> O=C(OCCN1C(=O)c2cccc3c(N4CCCCC4)ccc(c23)C1=O)c1cccc(Cl)c1
    0.0	0.4	11	1
> C=CCc1cc(C)ccc1OCCNC(C)C
    0.0	-0.1	10	88*

Carrying on:
Values run as follows: FBW7 activator	GPR151 activ	TEAD-YAP inh	MITF inh
> COc1cccc(Nc2nc(-c3ccccc3Cl)c3cc(Br)ccc3n2)c1
    0.0	2.6	-18	0
> CNC(=S)N1CCN(c2nccnc2NS(=O)(=O)c2ccc(F)cc2)CC1
    -0.4	0.5	1	-1
> CCOC(=O)C1=C(C)N=c2s/c(=C\c3ccc(-c4ccc(F)cc4)o3)c(=O)n2C1c1ccccc1 (stereo not given)
    -0.1	-0.8	8	2
> COC(=O)Cn1c(=NC(=O)CCc2ccccc2)sc2cc(NC(C)=O)ccc21
    -0.1	-1.0	-3	9
> CCOC(=O)C1(CCOc2ccccc2)CCN(S(=O)(=O)c2ccccc2F)CC1
    0.0	-0.4	-13	-6
> NC(=O)COC(=O)c1ccc(F)cc1Cl
    0.0	0.7	1	-2
> CSCCC(Nc1ncnc2ccccc12)C(=O)O (stereo not given)
    -0.1	3.3	2	4
> O=C(O)CC1(CC(=O)N2CCC3(CC2)NCCc2c3[nH]c3ccc(Cl)cc23)CCCC1
    -0.6	0.2	-11	-2
> CCOC(=O)C1=C(C)N(C)C(=S)NC1c1ccc(OCc2ccccc2)c(OCC)c1 (stereo not given)
    0.1	0.4	-19	3
> OCC1CCCN1c1nccc(Nc2ccc(N3CCOCC3)cc2)n1 (stereo not given)
    0.1	-0.4	5	-4
> CCOC(=O)Cn1c(=O)c2c(nc3n(-c4cccc(OC)c4)c(C)cn23)n(C)c1=O
    -0.3	-0.1	4	3
> O=C(CN(CCc1ccccc1)S(=O)(=O)c1ccccc1)Nc1ccc(Cl)cc1Cl
    0.1	-1.2	0	4
> O=C(OCc1nc2sc3c(c2c(=O)[nH]1)CCCC3)c1ccc(O)cc1
    -0.1	0.6	0	-1
> CCOC(=O)C(=O)Nc1sc(C(=O)Nc2ccc(C)cc2C)c(C)c1C(=O)OC
    0.3	-0.3	-3	19
> Cn1cc(S(=O)(=O)N2CCCC2)cc1C(=O)NC1CCCc2ccccc21 (stereo not given)
    0.2	-1.5	-4	-15

Limited to MITF inh, GPR151 activ and TEAD-YAP inh, for some of the entries so far:
canonical_smiles	MITF inh	GPR151 activ	TEAD-YAP inh
CSCCC(Nc1ncnc2ccccc12)C(=O)O (stereo not given)	4	3.3	2
O=C(O)CC1(CC(=O)N2CCC3(CC2)NCCc2c3[nH]c3ccc(Cl)cc23)CCCC1	-2	0.2	-11
CCOC(=O)C1=C(C)N(C)C(=S)NC1c1ccc(OCc2ccccc2)c(OCC)c1 (stereo not given)	3	0.4	-19

Next part
Values run as follows: FBW7 activator	GPR151 activ	TEAD-YAP inh	MITF inh
> COc1ccc(CCNc2nc(-c3sc(C)nc3C)cs2)cc1OC
    -0.3	-1.4	-10	71*
> COc1ccc(OC)c(-c2csc(N3CCN(C(=O)c4ccc(C)cc4)CC3)n2)c1
    0.0	-1.2	0	1
> CC1CCCCC1NC(=O)CN1c2cccc3cccc(c23)S1(=O)=O (stereo not given)
    -0.1	-1.4	4	0
> Cc1ccc(-n2ncc3c(N4CCOCC4)ncnc32)cc1C
    0.1	-7.0	79*	10
> Cc1ccc(C(=O)OCC(=O)N2CCC(Cc3ccccc3)CC2)cc1N
    0.1	1.2	5	-15
> CCC(C)NC(=O)C1CCC(CNc2c(N3CCCCC3)c(=O)c2=O)CC1 (stereo not given)
    0.0	-1.4	6	5
> CC1(C)CC2(CCO1)NN=C(c1ccccc1O)S2 (stereo not given)
    0.6	-1.9	-37	4
> COc1ccc(OCC(=O)OCC(=O)NC2CC2)cc1
    0.1	-0.3	3	-6
> CCOC(=O)c1cc(-c2ccc(OC)cc2)nc2c1c(C)nn2CCC(N)=S
    0.1	-0.2	11	9
> COc1ccc(NC(=O)c2c(O)c3c([nH]c2=O)CCCC3)cc1
    1.5	2.2	-3	7
> Cc1ccc(NC(=O)c2ccc(S(=O)(=O)N3CCCCC3)cc2)cc1
    0.1	-0.1	-4	5
> CCNC(=S)N/N=C/c1c(F)cccc1F
    -0.1	2.3	-1	4
> CC(C)N(CCNc1cc(Nc2ccnn2C)nc(N)n1)C(C)C
    0.0	-1.0	0	-26
> CN(C)c1cccc(Nc2nccn3c(-c4cccc(Cl)c4)cnc23)c1
    0.2	0.1	-1	-24
> CCCOc1cccc(C(=O)Nc2cccc3nsnc23)c1
    0.6	-1.9	-13	-3
> O=C(CCCc1ccc(F)cc1)N1CCCC(N2CCOCC2)C1 (stereo not given)
    0.4	-0.1	-5	8
> N#CC(C(=O)O)=C1C2CC3CC(C2)CC1C3
    0.1	-0.3	-1	-13
> COc1ccc(-c2oc3ccc(OC)cc3c2C(=O)Nc2ccc3c(c2)OCCO3)cc1
    0.8	-0.9	-3	10
> Cc1ccc(N2C(=O)C=CC2=O)cc1[N+](=O)[O-]
    -0.1	-0.1	-5	-4
> O=C(Nc1ccc2c(c1)C(=O)NC2=O)c1ccccc1F
    0.1	-3.3	-7	-4

3 entries from above, field by field:
COc1ccc(-c2oc3ccc(OC)cc3c2C(=O)Nc2ccc3c(c2)OCCO3)cc1
- FBW7 activator: 0.8
- GPR151 activ: -0.9
- TEAD-YAP inh: -3
- MITF inh: 10

Cc1ccc(N2C(=O)C=CC2=O)cc1[N+](=O)[O-]
- FBW7 activator: -0.1
- GPR151 activ: -0.1
- TEAD-YAP inh: -5
- MITF inh: -4

O=C(Nc1ccc2c(c1)C(=O)NC2=O)c1ccccc1F
- FBW7 activator: 0.1
- GPR151 activ: -3.3
- TEAD-YAP inh: -7
- MITF inh: -4
